# Compound activity from PubChem BioAssay.
# PHOSPHO1 inh – PHOSPHO1 (human) inhibition; Q8TCT1; recombinant PHOSPHO1, absorbance phosphatase assay; inhibition, % at 13.3 µM; hit rate 1.1% among 290,000; AID 1565; in the data active means inhibition above about 60%
# Target sequence (Q8TCT1 whole entry, looked up): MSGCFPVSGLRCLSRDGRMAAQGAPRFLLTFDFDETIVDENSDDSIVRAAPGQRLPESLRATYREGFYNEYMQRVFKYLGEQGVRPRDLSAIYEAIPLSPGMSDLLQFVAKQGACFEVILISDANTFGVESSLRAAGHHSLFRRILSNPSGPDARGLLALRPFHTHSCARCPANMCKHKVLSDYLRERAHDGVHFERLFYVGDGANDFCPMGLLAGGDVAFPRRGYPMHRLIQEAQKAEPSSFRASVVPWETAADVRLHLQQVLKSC
# V1aR counter – activates human V1a receptor in oxytocin agonist counter-screen. P37288. activation, % at 3 µM. hit rate 0.25% among 320,000. CHO-V1R cells, Fluo-8 calcium fluorescence, agonist mode; 0% DMSO, 100% 3 nM vasopressin;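 active means activation above the mean activation of all tested compounds plus 3 SD, per screening run, cut at about 20% in these data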;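 further: signal is peak over basal fluorescence ratio across a 100 second FLIPR read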
# VIM-2 inh – inhibitors of Pseudomonas aeruginosa VIM-2 metallo-beta-lactamase. purified VIM-2, nitrocefin hydrolysis, epi-absorbance fluorescence. inhibition, % at 5.6 µM. hit rate 0.89% among 290,000. AID 1527;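 active means inhibition above the mean of all tested compounds plus 3 SD, cutoff set per screening run, cut at about 7.5% in these data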;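 further: red hydrolysis product quenches plate fluorescence so inhibitors raise well fluorescence; 0% = enzyme with DMSO and 100% = DMSO without enzyme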
# DNA FID counter – counter-screen for HCV NS3 helicase inhibitors: DNA intercalator displacement; inhibition, % at 7.9 µM; AID 1845; DNA fluorescent intercalator displacement, fluorescence; hit rate 0.17% among 290,000; in the data active means inhibition above about 37%;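 further: 0% = vehicle and 100% = reference compound; higher means more ethidium bromide displaced from hairpin DNA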
# OXTR agonist – human OXTR agonism; P30559; CHO-OTR cells, Fluo-8 calcium fluorescence; normalized: DMSO 0%, oxytocin 100%; activation, % at 3 µM; hit rate 0.32% among 320,000;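 active means activation above the mean of all tested compounds plus 3 SD, cutoff set per screening run, cut at about 20% in these data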;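 further: peak over basal fluorescence ratio from a 100 s FLIPR kinetic read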
# Target sequence (P30559 whole entry, looked up): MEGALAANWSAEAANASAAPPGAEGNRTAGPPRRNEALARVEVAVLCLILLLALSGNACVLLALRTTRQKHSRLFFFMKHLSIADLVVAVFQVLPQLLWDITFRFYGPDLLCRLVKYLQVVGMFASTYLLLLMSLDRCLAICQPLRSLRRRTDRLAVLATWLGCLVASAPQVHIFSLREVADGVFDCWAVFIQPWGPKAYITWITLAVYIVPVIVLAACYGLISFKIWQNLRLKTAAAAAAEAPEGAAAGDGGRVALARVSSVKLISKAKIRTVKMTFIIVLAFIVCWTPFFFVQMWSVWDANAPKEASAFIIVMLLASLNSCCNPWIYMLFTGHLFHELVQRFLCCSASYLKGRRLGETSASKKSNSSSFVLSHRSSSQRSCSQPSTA
# HCV NS3 hel inh – blocks Hepatitis C virus NS3 helicase unwinding | hit rate 0.56% among 290,000 | inhibition, % at 10.9 µM | NS3 helicase DNA unwinding, Cy5 molecular beacon fluorescence;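 active means inhibition above the mean of all tested compounds plus 3 SD, set per campaign, cut at about 35% in these data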;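 further: 0% = DMSO wells and 100% = thioflavine S control wells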
#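 Test system: hepatitis C virus NS3 helicase domain fragment enzyme. Also added: annealed dual-labelled DNA beacon duplex, ATP-started. Timing: 60 min unwinding reaction at 25 °C after ATP addition. Technique: Cy5 fluorescence. Measure: % inhibition of unwinding.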
# GalR3 antagonist – antagonists of human GalR3; HEK293 GalR3-CNG cAMP membrane potential fluorescence; galR3 body fused to GalR1 C-terminus; inhibition, % at 3 µM; hit rate 0.44% among 360,000; AID 651719;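 active means inhibition above the screen-wide average plus 3 SD, cut at about 13% in these data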;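 further: forskolin and galanin both at EC90 stimulate the cells; cAMP rise reported by CNG channel membrane potential dye signal; 0% = forskolin plus galanin with DMSO and 100% = forskolin alone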
# Target sequence (O60755 1-299 limits assumed): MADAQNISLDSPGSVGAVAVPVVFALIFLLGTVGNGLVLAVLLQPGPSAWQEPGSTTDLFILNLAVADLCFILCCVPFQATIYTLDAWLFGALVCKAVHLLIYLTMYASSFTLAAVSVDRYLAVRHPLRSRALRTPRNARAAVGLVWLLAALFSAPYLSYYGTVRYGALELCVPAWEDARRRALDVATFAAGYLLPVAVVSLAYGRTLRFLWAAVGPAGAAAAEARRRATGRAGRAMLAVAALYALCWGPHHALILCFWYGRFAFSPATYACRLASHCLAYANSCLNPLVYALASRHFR
# IMP-1 inhibitor – inhibitors of Pseudomonas aeruginosa IMP-1 metallo-beta-lactamase; purified IMP-1, nitrocefin hydrolysis, epi-absorbance fluorescence; inhibition, % at 5.6 µM; hit rate 0.45% among 290,000;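 active means inhibition above the mean plus 3 SD of all compounds in the same screening run, cut at about 4.5% in these data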;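 further: 0% = IMP-1 with DMSO and 100% = DMSO wells lacking enzyme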
#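 System – purified recombinant IMP-1 beta-lactamase · Input – IMP-1 dispensed at 0.2 nM · Timing – 15 min preincubation plus 25 min reaction at 25 °C · Signal – Epi-absorbance fluorescence, 480 nm excitation, 530 nm emission · Measure – percent IMP-1 inhibition derived from blank-referenced optical density · Controls – Enzyme-plus-DMSO low control, enzyme-free DMSO high control · Replication – singlicate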
# GPR7 antagonist – human neuropeptides B/W receptor 1 antagonism | inhibition, % at 4.4 µM | P48145 | hit rate 1.1% among 290,000 | AID 1861 | GPR7-expressing cells, fluorescence antagonist assay; in the data active means inhibition above about 16%, passing the limit was not always enough;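 further: cells stimulated with the agonist NPW; 0% = agonist with vehicle and 100% = vehicle without agonist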
# * hit, by the source's call; nt = no result given. An unsorted share of the library. Share with any hit: about 4.3%.
Compound	PHOSPHO1 inh	V1aR counter	VIM-2 inh	DNA FID counter	OXTR agonist	HCV NS3 hel inh	GalR3 antagonist	IMP-1 inhibitor	GPR7 antagonist
CCCN1CCC(NC(=O)Cc2ccccc2C)CC1	nt	0.7	-1.3	1	0.2	6	-11	0.3	-8
Cc1cccc(-c2nc3ccc(C(=O)NCCN4CCN(C)CC4)cc3nc2-c2cccc(C)c2)c1	6	1.3	-1.2	29	2.7	-83	-8	-2.2	32*
COc1ccccc1NC(=O)N1CCCC1C(=O)Nc1nnc(C(C)C)s1 (stereo not given)	24	-1.6	-0.8	-8	-1.5	-4	7	-2.1	2
OCC1C2c3ccccc3C(c3ccccc32)C1CO (stereo not given)	-1	0.1	-3.0	-2	-0.4	-4	-7	-1.4	-9
O=C(CCCN1C(=O)CCC1=O)Nc1cccc(C(F)(F)F)c1	11	2.8	-1.4	0	0.0	4	-2	-4.6	-2
COC(=O)c1sc(S(=O)(=O)Nc2ccc3cn[nH]c3c2)c(C(=O)OC)c1C	-7	0.7	1.9	-9	-0.8	1	-1	-1.4	-5
C=CCc1cc(S(=O)(=O)c2ccc(O)c(CC=C)c2)ccc1O	17	0.6	-1.2	-6	-0.1	-21	-12	-3.1	-18
Cc1ccc(N/N=C2\CS(=O)(=O)N(C)c3ccsc32)cc1	-16	0.1	-0.9	1	-0.8	-29	-6	-5.3	-1
O=C(Cc1ccccc1)Nc1ccccc1N1CCCC1	15	-1.0	-2.2	-16	-1.6	18	-6	-2.9	-17
COc1ccc(C)cc1NC(=O)CN1CCN(S(=O)(=O)c2ccc(F)cc2)CC1	-18	-0.6	-1.9	-1	-0.1	2	1	-1.3	-11

# (next part)
Compound	PHOSPHO1 inh	V1aR counter	VIM-2 inh	DNA FID counter	OXTR agonist	HCV NS3 hel inh	GalR3 antagonist	IMP-1 inhibitor	GPR7 antagonist
COc1cccc(/C=N/NC(=O)CNC(=O)c2cccnc2)c1O	33	-0.1	-5.8	-2	-0.6	9	-7	-2.9	-5
COc1cc(/C=C2\S/C(=N/S(=O)(=O)c3ccc(C)cc3)NC2=O)c([N+](=O)[O-])cc1OC	0	-0.8	-1.8	-4	-0.5	2	-4	-2.7	-9
COc1cc(OC)cc(C(=O)NC(=S)NCCc2ccccc2)c1	38	0.6	-0.1	-14	-1.6	-3	-6	-2.8	-20
COc1ccccc1C(=O)Nc1ccc(Cc2ccncc2)cc1	1	4.9	-3.4	-15	5.3	-4	-4	-3.2	6
N#CC1=C(N)C(C#N)(C#N)C(c2ccncc2)C2CN(C(=O)OCc3ccccc3)CC=C12 (stereo not given)	-1	1.8	-0.3	-12	-1.1	-2	-1	2.5	-7
CC(=O)c1sc(N/N=C\c2ccccc2O)nc1C	-1	4.2	-2.6	6	2.8	4	3	-0.9	-7
COc1cccc(CNC(=O)CS(=O)(=O)Cc2nc(-c3ccc(C)cc3)oc2C)c1OC	18	5.7	-2.5	-50	0.3	33	nt	-1.2	2
CSCCC(=O)NC1CC(C)(C)Cc2c1cnn2-c1ccccc1C (stereo not given)	nt	-0.4	-2.6	-33	-1.2	0	-3	0.2	-5
O=C(CCc1ccccc1)NNC(=O)Nc1cccc(Cl)c1	31	0.4	-4.8	-12	0.2	1	-3	-3.9	-19
O=C(NNC1=C(C(=O)C(F)(F)F)CCC1)c1ccc(Br)cc1	19	-0.6	-7.3	-3	0.6	-11	-2	-4.5	-5

# Reprinted from the entries so far, 6 compounds:
Compound	PHOSPHO1 inh	V1aR counter	VIM-2 inh	DNA FID counter	OXTR agonist	HCV NS3 hel inh	GalR3 antagonist	IMP-1 inhibitor	GPR7 antagonist
N#CC1=C(N)C(C#N)(C#N)C(c2ccncc2)C2CN(C(=O)OCc3ccccc3)CC=C12 (stereo not given)	-1	1.8	-0.3	-12	-1.1	-2	-1	2.5	-7
CC(=O)c1sc(N/N=C\c2ccccc2O)nc1C	-1	4.2	-2.6	6	2.8	4	3	-0.9	-7
COc1cccc(CNC(=O)CS(=O)(=O)Cc2nc(-c3ccc(C)cc3)oc2C)c1OC	18	5.7	-2.5	-50	0.3	33	nt	-1.2	2
CSCCC(=O)NC1CC(C)(C)Cc2c1cnn2-c1ccccc1C (stereo not given)	nt	-0.4	-2.6	-33	-1.2	0	-3	0.2	-5
O=C(CCc1ccccc1)NNC(=O)Nc1cccc(Cl)c1	31	0.4	-4.8	-12	0.2	1	-3	-3.9	-19
O=C(NNC1=C(C(=O)C(F)(F)F)CCC1)c1ccc(Br)cc1	19	-0.6	-7.3	-3	0.6	-11	-2	-4.5	-5

# Next section
Compound	PHOSPHO1 inh	V1aR counter	VIM-2 inh	DNA FID counter	OXTR agonist	HCV NS3 hel inh	GalR3 antagonist	IMP-1 inhibitor	GPR7 antagonist
COc1cccc(-c2nc(CS(=O)(=O)CC(=O)NCCc3ccc(OC)c(OC)c3)c(C)o2)c1	55	0.9	-1.1	-57	1.6	-1	-7	-2.9	-15
CC(C)N(C)C1CCN(C(=O)Nc2ccc(Cl)c(Cl)c2)CC1	25	1.4	0.2	14	2.6	-1	-8	-1.4	5
Cc1ccccc1C(=O)/C=C1/c2ccccc2CC(C)(C)N1C	36	-0.2	1.5	-33	-1.2	-2	-8	-1.4	5
CCC(C)NS(=O)(=O)c1ccc(NS(=O)(=O)c2ccc(F)cc2)cc1 (stereo not given)	-18	1.4	-2.5	-1	1.4	6	-2	-1.8	13
CCc1ccc(CCC(=O)Nc2nnc(CC)s2)o1	29	-1.2	-3.0	-3	-2.2	8	-7	-4.2	3
COCC(C)n1c(C)cc(C(=O)COC(=O)/C=C/c2cccc(F)c2)c1C (stereo not given)	-26	6.4	-4.0	-25	6.2	-6	-7	-3.7	1
CCn1nccc1C(=O)Nc1cccc(C)c1C	45	-0.3	-1.4	-1	-1.3	3	-11	17*	2
CCOc1ccc(CN2CCNC(=O)C2CC(=O)N(C)CC2CCOCC2)cc1 (stereo not given)	36	-0.5	0.7	-21	0.4	-2	-2	-2.4	-12
NC(=S)N/N=C/c1ccccc1O	19	0.8	-3.1	-7	0.0	-5	1	-3.2	3
CCN(CC)C(=O)c1sc(NC(=O)c2ccoc2C)c(C(=O)OC)c1C	48	2.7	1.6	-29	0.3	-1	-1	-2.0	-5

# Continued.
Compound	PHOSPHO1 inh	V1aR counter	VIM-2 inh	DNA FID counter	OXTR agonist	HCV NS3 hel inh	GalR3 antagonist	IMP-1 inhibitor	GPR7 antagonist
CNC(=O)c1c(Cl)cnn1-c1ccc(C)cc1	28	0.3	-1.6	-2	-0.3	25	-2	-2.1	-9
COc1ccc(C(c2sc3nc(C)nn3c2O)N2CCCCC2)cc1 (stereo not given)	-3	0.0	-4.2	-24	-1.1	17	nt	-2.7	-16
Cc1cc(=O)n(CC(=O)O)c2ccccc12	10	0.0	-1.0	9	0.3	2	-6	-3.2	-2
CC(C)NCC(O)COCCOc1ccc(Cl)cc1 (stereo not given)	41	-1.7	-1.1	3	-0.7	-5	-4	-2.4	-9
CC1(C)Cc2noc(N)c2C(C)(C)N1OC(=O)c1ccccc1	22	1.3	-1.7	-7	0.7	-14	-2	-0.3	-4
Cc1ccc(S(=O)(=O)Cn2nnnc2C(c2ccc(F)cc2)N2CCC(C(N)=O)CC2)cc1 (stereo not given)	-34	1.1	-2.8	-27	0.5	-1	-5	-2.3	-2
Cc1nn(-c2cccc(Cl)c2)c2nc(-c3ccncc3)cc(C(=O)N3CCOCC3)c12	-7	0.7	2.6	-2	1.4	3	-6	-1.7	1
COc1ccc(-n2nc(C(=O)NCC(=O)Nc3cccc(NC(C)=O)c3)c3ccccc3c2=O)cc1	12	-0.2	-0.8	-20	0.6	-1	4	-1.1	-10
COc1ccc(-c2nnc(SCc3ccccc3)n2N)cc1	39	0.2	-5.0	-5	0.0	1	-3	-3.2	11
O=C(Nc1cccc(F)c1)C1CCN(S(=O)(=O)c2cnc[nH]2)CC1	6	0.4	-0.4	-3	0.5	2	0	-0.1	-5

# Other structures:
Compound	PHOSPHO1 inh	V1aR counter	VIM-2 inh	DNA FID counter	OXTR agonist	HCV NS3 hel inh	GalR3 antagonist	IMP-1 inhibitor	GPR7 antagonist
N#Cc1ccsc1NC(=O)COC(=O)c1cc2ccccc2cc1O	-4	3.9	-2.6	-2	3.7	13	-4	-3.7	-6
O=C(N/N=C/c1cccc2ccccc12)c1cccs1	52	nt	1.8	-17	nt	-2	1	1.6	22
COc1ccc(-c2cc(C(=O)N3CCN(c4ccccc4)CC3)c3ccccc3n2)cc1	-16	-0.1	0.0	-24	-1.4	-18	-4	-2.5	-3
COc1ccc(CCNC(=O)c2cc(-c3ccccc3)on2)cc1OC	-18	6.6	-0.3	-7	7.2	1	-9	-6.3	-15
COCCCNc1nc2nonc2nc1N(C)CC1CCCN1C (stereo not given)	24	0.3	-4.4	2	0.7	9	-6	-5.4	-12
CCCc1cc(=O)[nH]c(Nc2ccc(N3CCCCC3)cc2)n1	14	2.5	-1.8	-28	5.9	-5	-4	-2.6	-8
CCCCn1nnnc1SCC(=O)N1CCOCC1	10	-0.6	-4.8	0	0.3	4	-4	-2.1	1
Fc1ccc(-c2ccc(/C=N\n3cnnc3)o2)cc1Cl	-4	3.6	45*	-7	0.6	1	-2	-3.2	-6
Cc1oc(-c2ccc(Cl)cc2)nc1CS(=O)CC(=O)NCCCN1CCCC(C)C1 (stereo not given)	15	-0.4	2.7	11	-0.1	-5	-6	-0.5	-8
COc1cccc(C2C(C#N)=C(N)Oc3c2oc(CO)cc3=O)c1 (stereo not given)	2	0.7	-6.2	-3	0.1	-3	3	-4.5	-13

# (continued)
Compound	PHOSPHO1 inh	V1aR counter	VIM-2 inh	DNA FID counter	OXTR agonist	HCV NS3 hel inh	GalR3 antagonist	IMP-1 inhibitor	GPR7 antagonist
O=C(NCCc1ccccc1F)c1cccc2cccnc12	35	1.3	-0.6	-13	-1.8	-39	-7	-5.4	3
O=C(CCCn1c(=S)[nH]c2cc3c(cc2c1=O)OCO3)N1CCN(C2CCCCC2)CC1	55	-0.7	1.7	7	-2.0	8	-2	-3.9	-4
O=C(CC1c2ccccc2Oc2ccccc21)Nc1ccccc1F	-22	0.5	-0.4	-3	-1.7	-3	-12	-0.9	0
O=C(Nc1ccc(F)cc1)C1CCCN(S(=O)(=O)c2ccc3[nH]c(=O)ccc3c2)C1 (stereo not given)	2	-0.2	-1.1	-25	0.5	-1	1	-4.3	-4
Cc1c(CC(=O)N2CCN(C(=O)C3COc4ccccc4O3)CC2)c(=O)oc2cc(O)cc(O)c12 (stereo not given)	2	-0.8	-0.5	-43	-0.6	21	4	-0.9	-4
Cn1c(SCC(=O)Nc2ccccc2F)nc2c(c1=O)SCC2	58	7.4	-1.1	-6	3.8	4	-1	-2.9	0
Cc1ccc2nc(SCC(=O)Nc3nonc3C)[nH]c2c1	26	6.1	-2.5	-4	2.1	13	0	-1.7	-9
CC(/C=N/NC(=O)c1n[nH]c2c1CCC2)=C\c1ccccc1	6	0.5	-3.2	-11	-0.6	6	6	-6.3	14
COc1ccc(NS(=O)(=O)c2cccc(C(=O)N/N=C/c3ccc4c(c3)OCCO4)c2)cc1	21	0.5	-1.3	-8	0.1	8	-3	-1.4	6
